Screens: PubChem BioAssay, Emory University Molecular Libraries Screening Center
14-3-3 PPI: alters human 14-3-3 gamma binding to Raf peptide; P61981; FP, 14-3-3gamma / TMR-pS259-Raf peptide binding; inhibition, % at 40 µM; actives 0.19% (n = 160,000); in the data active means inhibition above about 30%;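 further: 0% = protein plus tracer without compound and 100% = blank with tracer alone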
Target sequence (P61981 whole entry, looked up): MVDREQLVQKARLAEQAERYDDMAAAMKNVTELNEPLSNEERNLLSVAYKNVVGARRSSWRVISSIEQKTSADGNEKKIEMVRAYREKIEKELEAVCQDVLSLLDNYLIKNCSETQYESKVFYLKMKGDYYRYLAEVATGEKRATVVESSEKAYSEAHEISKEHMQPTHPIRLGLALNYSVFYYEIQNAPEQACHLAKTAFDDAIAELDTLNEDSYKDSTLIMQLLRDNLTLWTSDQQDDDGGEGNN
* hit, by the source's call; + = active, no number; & = joins results of further samples.

SMILES	14-3-3 PPI
COC(=O)c1ccc(C(=O)OC)c(NC(=O)C(C(C)C)N2C(=O)c3ccccc3C2=O)c1 (stereo unspecified)	-78.8
O=C(Nc1ccc(N2CCOCC2)c(Cl)c1)c1ncn[nH]1	-9.1
C=CCOC(=O)C(C#N)c1nc2ccccc2nc1N1CCN(c2ccccc2OC)CC1 (stereo unspecified)	-10.0
Cc1nc(CCNC(=O)c2cccs2)cs1	0.2
CC(C)CCNC(=O)C(C)N(C(=O)Cn1nnc(-c2ccc(F)cc2)n1)C1CCCC1 (stereo unspecified)	-4.3
O=C(CCn1c(=S)[nH]c2ccsc2c1=O)NCCc1ccc(Cl)cc1	-3.8
COC(=O)CN1C(=O)N(c2ccccc2)C(N(O)C(=O)Nc2ccccc2)C1(C)C (stereo unspecified)	-5.9
CC(C)NC(=O)CCc1cn(Cc2ccccc2)c2ccccc12	-1.1
O=C1C=C(NCc2ccc3c(c2)OCO3)CC(c2ccccc2)C1 (stereo unspecified)	0.7
CN1CCN(C(=O)CCNC(=O)Cn2ccc3ccccc3c2=O)CC1	0.4
COc1ccccc1-c1nn2c(-c3ccccc3Cl)nnc2s1	-6.0
O=C(NCc1ccco1)C1CC(=O)N(C2CCCCCC2)C1 (stereo unspecified)	-16.5
Cc1oc(C(C)(C)C)c(CN2CCCC2)c1C(=O)O	-0.7
O=C(c1cc(-c2ccco2)on1)N1CCN(c2ccccc2)CC1	-6.7
Cc1sc(NC(=O)c2cccs2)c(C(N)=O)c1C	-4.8
O=C(Nc1ccc2oc(-c3ccncc3)nc2c1)c1cccnc1	3.1
O=C(NCCCN1CCCCC1)C1CCCN(S(=O)(=O)c2cccc3nsnc23)C1 (stereo unspecified)	-5.7
COC(=O)CSc1nc2c(cnn2-c2ccc(Cl)cc2)c(=O)[nH]1	-5.0
CCOc1ccccc1NC(=O)CSc1nnnn1-c1ccc(C(=O)OC)cc1	-3.7
Cc1cc(C)c(NC(=O)CCC(=O)O)c(C)c1	4.1
Cc1nn(-c2ccccc2)c2sc(C(=O)n3nnc4ccccc43)cc12	-5.2
CCCCCCNS(=O)(=O)c1nc2nc(C)cc(C)n2n1	-2.0
CC(C)c1ccc2oc(-c3ccc(Cl)c(N)c3)nc2c1	-10.6
Cc1cc(=O)[nH]c(SC(C)C)n1	1.5
S=C(c1cn(Cc2ccc(Cl)cc2)c2ccccc12)N1CCCC1	-119.0
Next part.
SMILES	14-3-3 PPI
Cc1cccnc1NC(=O)C1CC(=O)N(c2ccc(Cl)cc2)C1 (stereo unspecified)	-8.6
CCOC(=O)c1[nH]c2ccccc2c1NC(=O)c1ccc([N+](=O)[O-])cc1	3.3
CCOC(=O)c1sc2nc(CC(=O)OC)nc(N3CCC(C)CC3)c2c1C	-1.7
CSCCC(NC(=O)C1CCC(C)CC1)C(=O)Nc1cccnc1 (stereo unspecified)	-7.7
COc1ccc(Br)cc1C(=O)Nc1ccc(N2CCN(S(C)(=O)=O)CC2)cc1	-5.3
C/C(NC(=O)c1cccs1)=C1\C(=O)C[C@@H]2[C@H]1C2(C)C	-1.3
Cc1nc2c3ccccc3n(CC#N)c(=O)n2n1	0.5
CC(=O)N1CCc2cc(S(=O)(=O)NC(C(=O)NC3CCCCCC3)C(C)C)ccc21 (stereo unspecified)	-1.8
C=CCOc1ccc(/C(O)=C2\C(=O)C(=O)N(Cc3cccnc3)C2c2ccccc2F)cc1C (stereo unspecified)	15.2
Cc1c(C)c2ccc(OCc3ccccc3F)cc2oc1=O	3.4
COc1ccc(CCNC2CC(=O)N(c3ccc(OC(F)(F)Cl)cc3)C2=O)cc1 (stereo unspecified)	1.8
CC[C@H](NC(=O)c1c(C)c(-c2ccccc2)nc2ccccc12)c1ccccc1	-9.0
Cc1nc2cc(C(=O)NC3CCCCCC3)ccc2n1-c1cccc(F)c1	-13.2
COc1ccc(CCN2C(=S)NC3CC2(C)Oc2ccccc23)cc1OC (stereo unspecified)	-2.6
CCOC(=O)C(=O)Nc1ncc(S(=O)(=O)c2ccc([N+](=O)[O-])cc2)s1	3.3
O=C(CC1SC(=Nc2ccccc2)N(CCCCO)C1=O)NCc1ccccc1 (stereo unspecified)	-2.7
COc1cc(C=Cc2[nH]c(=O)[nH]c(=O)c2[N+](=O)[O-])ccc1OCC(C)C	-6.7
Cc1nnc2n1N=CC=C(c1ccccc1)S2	-5.0
CCN(CC)C(=O)CCS(=O)(=O)c1cc(Br)cc2c1N(C(C)=O)CC2	1.6
O=C(c1ccccc1)N1CCN(C2c3cccc4cccc(c34)C2NS(=O)(=O)c2ccc(Cl)cc2)CC1 (stereo unspecified)	-1.5
CCOc1ccccc1NS(=O)(=O)c1ccc2c(c1)CC(C)N2C(C)=O (stereo unspecified)	-2.2
Cc1nn(-c2ccccc2)c(OC(=O)c2ccco2)c1Sc1ccc(Cl)cc1	5.1
COc1ccc(C2CC(c3cccs3)=Nc3ccccc3S2)cc1 (stereo unspecified)	-7.5
CN(C)c1ccc(C(=O)Nc2nc3c(s2)CCCC3)cc1	-6.5&8.9
CCOc1ccccc1NC(=O)c1ccc(F)c(S(=O)(=O)N2CCOCC2)c1	5.5

Given field by field: 4 of the compounds above.
C/C(NC(=O)c1cccs1)=C1\C(=O)C[C@@H]2[C@H]1C2(C)C
- 14-3-3 PPI: -1.3

Cc1nc2c3ccccc3n(CC#N)c(=O)n2n1
- 14-3-3 PPI: 0.5

CC(=O)N1CCc2cc(S(=O)(=O)NC(C(=O)NC3CCCCCC3)C(C)C)ccc21 (stereo unspecified)
- 14-3-3 PPI: -1.8

C=CCOc1ccc(/C(O)=C2\C(=O)C(=O)N(Cc3cccnc3)C2c2ccccc2F)cc1C (stereo unspecified)
- 14-3-3 PPI: 15.2

The list goes on.
SMILES	14-3-3 PPI
CCN(CC)c1nc(C)nc2sc(C(=O)Nc3cccc(Cl)c3)c(C)c12	-10.4
CC(Nc1cc(N2CCCCC2)ccc1[N+](=O)[O-])c1ccc(Br)cc1 (stereo unspecified)	-0.7
CCCCCOC(=O)CSc1nc2c(c(=O)[nH]c(=O)n2C)n1Cc1ccc(Cl)cc1	-2.0
Cc1cccc(-c2noc(-c3ccccc3C)n2)c1	-5.3
CCOC(=O)c1sc(NC(=O)C2CCCO2)c(C(=O)OC)c1C (stereo unspecified)	1.4
Cc1cc(NS(=O)(=O)c2ccccc2)c(C)c(S(=O)(=O)c2ccccc2)c1O	-10.6
Cc1ccc(-n2c(=O)[nH]c3cc(C(=O)NCc4ccccc4Cl)ccc3c2=O)cc1	4.9
COc1ccc(C2Nc3ccccc3NC3=C2C(=O)CC(C)(C)C3)cc1O (stereo unspecified)	-16.6
O=c1[nH]c2ccc(S(=O)(=O)N3CCCCC3)cc2s1	2.4
O=C1c2ccc(-c3ccccc3[N+](=O)[O-])cc2C(=O)N1c1cccc(C(F)(F)F)c1	1.1
CCOC(=O)CSc1nnc(-c2c[nH]c3ccccc23)n1CC	-3.9
Cc1ccc(S(=O)(=O)N2CCC(C(=O)Nc3nnc(COc4ccccc4)s3)CC2)cc1	-9.6
COc1ccc(OC)c(NC(=O)c2ccc(CN3CCOCC3)cc2)c1	-10.8
COc1ccc(NC(=O)CSc2nnc(-c3ccncc3)n2CC2CCCO2)c(OC)c1 (stereo unspecified)	-0.6
Cn1ccnc1Sc1nc(Nc2cccc(Cl)c2)nc(N2CCOCC2)n1	-2.0
Nc1nc(SCC(=O)NCCCO)nc2sc3c(c12)CCCC3	-6.8
CC(=O)N1CCc2cc(Br)cc(S(=O)(=O)CCC(=O)NCc3cccs3)c21	-11.1
CCNc1nc(NCC)nc(Oc2ccc(C(=O)OC)cc2)n1	-6.8
O=C(Nc1nccs1)C1CCCN1S(=O)(=O)c1ccc(F)cc1 (stereo unspecified)	-5.8
C=CCSc1nnc2c(n1)OC(c1ccccc1OCC)Nc1ccccc1-2 (stereo unspecified)	-0.6
CC(NCCC(=O)c1ccc(Cl)cc1)C(=O)O (stereo unspecified)	-0.4
O=C(c1cccc(S(=O)(=O)N2CCCCCC2)c1)N1c2ccccc2Sc2ccccc21	-12.9
CCc1ccc(C2NC(=O)c3ccccc3O2)cc1 (stereo unspecified)	5.0
Cc1cc(C)n2nc(C(=O)OCC(=O)Nc3ccc4c(c3)OCO4)nc2n1	-0.5
Nc1nc(Cl)nc2c1ncn2[C@@H]1O[C@H](CO)[C@H](O)C1O (stereo partly specified)	-5.7

5 of the entries above in order of their number in 14-3-3 PPI, highest first.
structure	14-3-3 PPI
Cc1ccc(-n2c(=O)[nH]c3cc(C(=O)NCc4ccccc4Cl)ccc3c2=O)cc1	4.9
O=c1[nH]c2ccc(S(=O)(=O)N3CCCCC3)cc2s1	2.4
Cn1ccnc1Sc1nc(Nc2cccc(Cl)c2)nc(N2CCOCC2)n1	-2.0
CCOC(=O)CSc1nnc(-c2c[nH]c3ccccc23)n1CC	-3.9
Cc1ccc(S(=O)(=O)N2CCC(C(=O)Nc3nnc(COc4ccccc4)s3)CC2)cc1	-9.6

Next section:
SMILES	14-3-3 PPI
c1ccc2c3nnc4n(c-3nc2c1)CCCS4	-7.6
O=C(Nc1c(-c2ccccc2)nc2ccccn12)c1ccc([N+](=O)[O-])cc1	1.9
N/C(=N\c1nc2ccccc2o1)NC(=O)c1cccc(Cl)c1	-27.8
O=C(CCC(=O)c1cccs1)OCC(=O)c1ccc(Cl)s1	-6.2
Cc1c(C(=O)OCCOc2ccccc2)[nH]c2c1C(=O)CC(c1ccccc1)C2 (stereo unspecified)	-4.8
COc1ccc(OC)c2[nH]c(=O)c(CCNC(=O)c3ccc(Cl)cc3)cc12	-15.2
CCCCNC(=O)c1c[nH]c2ccc(S(=O)(=O)N(CC)CC)cc2c1=O	-3.7
CN1CCN(C(=O)c2ccc(Nc3nc(-c4ccccc4)c4cc(Br)ccc4n3)cc2)CC1	-5.8
O=[N+]([O-])c1ccc(C2=Nc3ccccc3N=C(c3cc(Cl)ccc3O)C2)cc1	-3.9
CCOC(=O)C1=C(C)NC(=S)N(C(C)=O)C1c1ccc(OC(C)=O)cc1 (stereo unspecified)	-0.5
O=C(NC1CCCc2ccccc21)C1CCN(S(=O)(=O)c2cnc[nH]2)CC1 (stereo unspecified)	-17.6&-26.2
Cc1ccc(Sc2ccc(C(=O)NCCc3ccccc3)cc2N)cc1	-2.6
O=C(O)CCSCC(=O)Nc1c(C(=O)C2CC2)oc2ccccc12	5.2
Cc1ccc2cc3cc(C(=O)Nc4ccccc4N4CCN(C)CC4)sc3nc2c1	-13.1
S=C1NCN(CCc2ccccc2)CN1C1CCCCC1	1.9
Cc1ccc(C(=O)N=c2sc3cc(Cl)ccc3n2C)cc1	0.3
COc1ccc(CCNC(=O)Cc2nn(C)c(=O)c3ccccc23)cc1OC	2.7
Cc1nnc(SCC(=O)NC(C)c2ccccc2)[nH]c1=O (stereo unspecified)	0.5&-12.3
CCOc1ccc(N(C(C)=O)C2=C(N3CCCC3)C(=O)c3ccccc3C2=O)cc1	1.0
CCCCOC(=O)c1c(C)oc2ccc(NS(=O)(=O)c3ccccc3)cc12	-7.3
CCCOc1ccc2oc(=O)c3c(c2c1)CCCN3C(=O)CN(C)Cc1ccccc1	-5.2&0.0
Cc1ccc(NC(=O)Cn2ncc3c(=O)oc4ccccc4c32)nc1	-2.0
COc1ccccc1N(CC(=O)NCc1ccccn1)S(C)(=O)=O	2.6&-1.9
CCCCn1c(-c2nn(C)c(C)c2Br)n[nH]c1=S	7.1
O=c1[nH]c2cc(C(F)(F)F)ccc2n1-c1cc(C(F)(F)F)ccc1O	-0.3

Entries listed so far with a cyano group, in the order listed:
SMILES	14-3-3 PPI
C=CCOC(=O)C(C#N)c1nc2ccccc2nc1N1CCN(c2ccccc2OC)CC1 (stereo unspecified)	-10.0
Cc1nc2c3ccccc3n(CC#N)c(=O)n2n1	0.5

More entries follow:
SMILES	14-3-3 PPI
COc1ccc(-c2[nH]ncc2-c2ccc3c(c2)OCCO3)c(O)c1	3.4
CCCc1cc(=O)[nH]c(SCc2cccc(C)c2)n1	-1.5
Cc1cccc(N2CCN(S(=O)(=O)c3cc(C(=O)Nc4ccc(C(C)C)cc4)ccc3F)CC2)c1C	-2.7
CCOC(=O)CNC(=O)Cn1cnc2sc(C)c(S(=O)(=O)N3CCC(C)CC3)c2c1=O	-3.0
O=C(CSc1nnnn1Cc1ccccc1)N1CCN(c2ccccc2)CC1	-0.1
O=C(c1ccco1)N1CCN(c2ccc([N+](=O)[O-])c(NCc3cccnc3)c2)CC1	46.1*
COCc1cc(C)nc2sc3c(=O)oc(-c4ccco4)nc3c12	-19.8
Cc1cccc(-c2nc3ccccc3c3nncn23)c1	-2.5
Cn1cc(C(=O)N2CCc3ccccc32)c(=O)c2cc(S(=O)(=O)N3CCCCC3)ccc21	-5.2
CC(=O)Nc1ccc(NS(=O)(=O)c2cc(C)sc2C)cc1	4.1
COC(=O)c1c(C(=O)OC)c(C)n(CCc2c[nH]c3ccccc23)c1C	1.1
CCCCc1c(O)c2ccccc2[nH]c1=O	-11.6
Cc1ccc(O)c(-c2cc3ccccc3[nH]2)c1	-1.3
CC(N)C(=O)N1CCOCCOCCN(C(=O)C(C)N)CCOCCOCC1 (stereo unspecified)	+
CCCN(CCC)C(=O)c1c[nH]c2ccc(S(=O)(=O)N(C)c3ccc(F)cc3)cc2c1=O	-7.1
CC(C)(CO)NC12CC3CC(CC(C3)C1)C2	9.6
COc1ccc(Nc2cc(C)nc3ncnn23)c(OC)c1	0.2
CC(C)CN(CC(C)C)c1nc(-c2ccc([N+](=O)[O-])cc2)nc2ccccc12	-0.3
Cc1cc(C)cc(NC(=O)Cn2ncn3c(cc4ccccc43)c2=O)c1	5.2
Cn1c2ccccc2c2c(C(=O)NCCCN3CCN(c4ccccc4F)CC3)cn(C3CCCC3)c(=O)c21	3.8
CN1CC(=O)NC1=NC(=O)C12CC3CC(CC(C3)C1)C2	-0.3
c1cc2c(cc1-n1nnnc1SCC1CC1)OCO2	-0.8
O=C(CSc1nnc(CNC(=O)c2cccs2)o1)c1ccc(Cl)cc1	-2.8
O=C(O)c1cc(C(=O)O)c2cc(Cl)ccc2n1	-3.8
COC(=O)c1ccc(Cl)c(NC(=O)CN2CCOCC2)c1	-2.8

Some of the compounds tested; rates above refer to the full screens.
